Screening data deposited in PubChem by National Center for Advancing Translational Sciences (NCATS).
PTHR1 agonist – agonists of human PTHR1 parathyroid hormone receptor | Q03431 | HEK293 GP2 PTHR1 cells, GloSensor cAMP luminescence, 1 h | Potency, µM (series often up to 115 µM), for inactives: top-dose activation, most hits filed as activators | 410,000 tested, 0.075% active; also: potency is read from the fitted curve at half-maximal effect; nearly all actives have a fitted effect of over 55% in size; some results filed as inactive show a strong effect at the top dose; inactives centre near -15; many of its hits are not listed in these tables
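HEK-293-derived GP2 cells expressing PTHR1 and a GloSensor cAMP reporter, 3,000/well, plated overnight, given luciferin plus IBMX (each 0.5 mM as added) for 1 h at 37 °C, then compound for 1 h at 37 °C. Luminescence was read after 15 min at room temperature.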
EPAC1 antagonist – antagonists of human EPAC1. EPAC1 GEF assay, Rap1b-BODIPY-GDP exchange fluorescence. Potency, µM (series often up to 115 µM), without a hit: at the highest dose activity change, negative = inhibition, hits mostly inhibitors. 360,000 tested, 0.14% active. AID 720709;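 also: potency is read from the fitted curve at half-maximal effect; plate controls were vehicle for no effect and positive control for full effect; nearly all actives have a fitted effect of over 50% in size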
GLP1R cytotox – cytotoxic in the GLP-1 receptor inverse agonist counter-screen; 410,000 tested, 0.13% active; HEK293 cAMP-luciferase reporter cells, luminescence, 24 h; Potency, µM (highest dose often 38.3 µM), for the others: at the top dose activity change, negative = inhibition, most hits filed as inhibitors;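 also: loss of luciferase light is scored as toxicity; potency is read from the fitted curve at half-maximal effect; % is scaled to controls: 0 for no effect and ±100 for the full control effect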
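Compound-treated cells are incubated 24 hr at 37 deg C under 5% CO2 after a 12 hour attachment period, then luciferase detection reagent is added and luminescence is measured following 12 min at room temperature; lowered signal indicates toxicity.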
GLP1R inv ag – GLP-1 receptor (human) inverse agonism; AID 624417; 410,000 tested, 1.6% active; HEK293 GLP-1R CRE-luciferase, luminescence, 24 h; GLP-1R form is constitutively active; Potency, µM (titrated, usually from 38.3 µM), for inactives: at the highest dose activity change, negative = inhibition, actives largely listed as inhibitors; also: potency is read from the fitted curve at half-maximal effect; % is scaled to controls: 0 for no effect and ±100 for the full control effect; nearly all actives have a fitted effect of over 55% in size
Target sequence (P43220 whole entry, looked up): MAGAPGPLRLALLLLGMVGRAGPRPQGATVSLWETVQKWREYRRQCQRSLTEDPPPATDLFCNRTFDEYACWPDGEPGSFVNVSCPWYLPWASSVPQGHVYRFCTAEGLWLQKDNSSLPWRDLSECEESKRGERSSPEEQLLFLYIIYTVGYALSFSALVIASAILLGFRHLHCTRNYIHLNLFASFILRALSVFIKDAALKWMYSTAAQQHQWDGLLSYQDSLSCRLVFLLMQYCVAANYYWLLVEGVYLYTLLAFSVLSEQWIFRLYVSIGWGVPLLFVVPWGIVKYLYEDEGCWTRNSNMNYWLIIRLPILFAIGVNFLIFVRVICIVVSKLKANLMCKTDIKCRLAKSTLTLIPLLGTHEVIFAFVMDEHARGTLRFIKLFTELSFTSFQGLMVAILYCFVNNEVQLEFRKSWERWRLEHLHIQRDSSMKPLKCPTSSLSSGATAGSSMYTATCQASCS
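Assay principle: reduced luminescence from a cAMP-responsive reporter in HEK293 cells co-expressing a constitutively active GLP-1R. Conditions: 24 hr compound incubation, 37 deg C, 5% CO2.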
GLP1R ag – GLP-1 receptor (human) agonism. P43220. HEK293 GLP-1R CRE-luciferase, luminescence, 4-6 h; cells express a hypersensitive GLP-1R form. Potency, µM (top dose mostly 45.6 µM), inactives show at the top dose activation, most hits filed as activators. 380,000 tested, 0.007% active; also: potency is read from the fitted curve at half-maximal effect; % of control where 0% means no effect
PLK1 PBD block – inhibitors of human PLK1 polo-box domain binding; P53350; Plk1 PBD binding of FITC phosphopeptide, fluorescence polarization; Potency, µM, for inactives: max response, negative = inhibition, actives largely listed as inhibitors; 360,000 tested, 2.8% active; also: potency is read from the fitted curve at half-maximal effect; series mostly up to about 57 µM; % is scaled to controls: 0 for no effect and ±100 for the full control effect; nearly all actives have a fitted effect of over 65% in size
Target sequence (P53350 whole entry, looked up, the tested form may be a part): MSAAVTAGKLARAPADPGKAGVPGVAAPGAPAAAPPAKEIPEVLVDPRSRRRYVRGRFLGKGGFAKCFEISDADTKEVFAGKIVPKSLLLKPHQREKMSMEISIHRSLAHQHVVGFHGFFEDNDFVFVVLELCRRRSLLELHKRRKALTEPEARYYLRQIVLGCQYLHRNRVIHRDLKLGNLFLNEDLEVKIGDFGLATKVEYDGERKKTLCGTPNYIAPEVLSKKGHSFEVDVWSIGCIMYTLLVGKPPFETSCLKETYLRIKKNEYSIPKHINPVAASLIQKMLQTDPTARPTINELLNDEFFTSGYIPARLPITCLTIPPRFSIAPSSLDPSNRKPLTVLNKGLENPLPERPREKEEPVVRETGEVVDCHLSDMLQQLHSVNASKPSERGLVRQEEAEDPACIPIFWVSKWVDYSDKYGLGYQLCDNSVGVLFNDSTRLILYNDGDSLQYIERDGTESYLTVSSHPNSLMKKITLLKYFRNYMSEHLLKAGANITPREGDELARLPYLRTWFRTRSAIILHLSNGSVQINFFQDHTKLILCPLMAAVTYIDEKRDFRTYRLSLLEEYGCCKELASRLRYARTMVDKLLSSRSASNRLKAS
EPAC1 ag – activates human EPAC1 exchange factor | O95398 | AID 720707 | 360,000 tested, 0.073% active | Potency, µM (titrated, usually from 154 µM), for the others: at the top dose activation, actives largely listed as activators | EPAC1 agonist qHTS, biochemical assay; response scale: 100% = response to 6.5 mM cAMP; also: potency is read from the fitted curve at half-maximal effect; nearly all actives have a fitted effect of over 60% in size
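EPAC1 100 nM, Rap1B–BODIPY-GDP 250 nM, unlabeled GDP 50 uM; compound titration; 5 min RT; kinetic read ex480/em540 at 5-min intervals ×30 min; data normalized to 6.5 mM cAMP agonist control.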
PI5P4K alpha inh – inhibitors of human PI5P4K alpha | P48426 | PI5P4Kalpha enzyme, ADP-Glo luminescence, 60 min; active compounds read low | max response, % | 330,000 tested, 1.2% active | AID 652105; active = max response of -50% or lower; inconclusive = between -30% and -50%; inactive = -30% or higher; also: value at the top dose of about 77 µM; % is scaled to controls: 0 for no effect and ±100 for the full control effect
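Compounds were pin-transferred onto PI5P4Kalpha and substrate in HEPES pH 7.4 buffer with EGTA, CHAPS and 5% DMSO. ATP (5 microM final) started the reaction, which ran 60 minutes at room temperature before ADP-Glo detection.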
IL2 activator – activators of IL-2; IL-2 activation reporter assay, cell-based qHTS; stimulated with anti-CD3/CD4/CD28 beads; in transgenic mouse T cells; activation, % (series mostly up to about 46 µM); 360,000 tested, 0.065% active; in the data active = activation above about 50%; inconclusive = mostly about 30% to 49%; also: 0% is about no effect
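Unstimulated transgenic mouse T cells; 60-min compound exposure; bead-based TCR/CD4/CD28 stimulation; 18 h culture, 37 degrees C; dual fluorescence (EGFP, DsRed) plate cytometry.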
* marks the source's active call; other numbers are inactive results; i = inactive; ? = inconclusive; · = not tested or not shown; & = joins results of further samples; [ ] = dose if it differs, or a comment. Unless noted, calls follow the shape of the dose curve; as a rule, active = well fitted curve in the direction sought with a large enough effect; inconclusive = small, poorly fitted or top-dose-only effect, or another doubt; inactive = no such curve, though single readings can be large; an effect the other way counts as inactive or inconclusive. A portion of the library; count on the stated rates, not on these rows.

SMILES	PTHR1 agonist	EPAC1 antagonist	GLP1R cytotox	GLP1R inv ag	GLP1R ag	PLK1 PBD block	EPAC1 ag	PI5P4K alpha inh	IL2 activator
O=C(NCc1ccc(-c2csnn2)cc1)c1cc(Cl)cc(Cl)c1	i	1%	1%	3%	5%	-2%	-1%	-1	-0.2
Cc1nnsc1-c1nc2ccccc2n1C(CCc1ccccc1)c1nc2ccccc2[nH]1 (stereo not drawn)	-60%[inhibitor]	-1%	-16%	11µM*	·	-8%	14%	5	0.6
O=C(c1ccc(NC(=O)C2(c3ccccc3)CCOCC2)cc1)N1CCOCC1	i	-9%	9%	7%	1%	-7%	9%	3	-0.4
CN(CC(=O)Nc1ccc(N2CCOCC2)cc1)C(=O)CCc1ccccc1Cl	-19%	-7%	13%	9%	6%	?	39%	1	0.0
O=C(c1nc2n(n1)C(c1ccc(Cl)cc1)C=C(c1ccccc1)N2)N1CCOCC1 (stereo not drawn)	-7%	0%	·	-28%	5%	-25%	5%	6	-1.0
CCc1nc(SCC(=O)Nc2ccccc2Cl)n[nH]1	i	1%	16%	-1%	2%	-4%	0%	2	0.4
COCc1cc(Sc2cccc(Cl)c2Cl)nc(-c2ccccc2)n1	-6%	-11%	2%	?	18%	-19%	0%	32	-3.1
COCCCNC(=O)CCc1c(C)nc2cc(-c3ccc(Cl)cc3)nn2c1C	-18%	·	10%	3%	3%	·	·	·	·
COc1ccc(C(C)NC(=O)Nc2ccc(C(C)=O)cc2)cc1OC (stereo not drawn)	-46%[inhibitor]	17%	1%	92%[activator]	8%	1%	-18%	8	-0.6
Cc1ccc(C(=O)N/C(=C/c2ccco2)C(=O)Nc2cccc(C(=O)O)c2)cc1	-9%	17%	0%	2%	-5%	-20%	2%	-53*	-2.4
O=C(Cc1c(F)cccc1Cl)NCc1cccnc1	-25%	10%	-4%	13%	6%	-11%	-1%	0	2.6
Oc1c(Br)cc(Br)cc1CNn1cnnc1	i	15%	-17%	5%	9%	-5%	-3%	2	-2.6
CCOc1ccc(CN(C)C(=O)[C@H](Cc2ccccc2)NC(=O)OCc2ccccc2)cc1OC	-30%	?	-18%	?	3%	-3%	5%	8	-7.0
COc1ccccc1-c1nc(C#N)c(N2CCN(C(=O)c3ccco3)CC2)o1	i	3%	9%	17%	14%	2%	3%	6	-2.8
CS(=O)(=O)c1ccc(Cl)c(NC(=O)COc2ccc3c(c2)CCC3)c1	-57%[inhibitor]	-11%	?	5%	1%	-5%	-9%	1	-3.9
CCOc1ncccc1C(=O)OCC(=O)NC(=O)NC(C)C	-32%	8%	-4%	3%	4%	-1%	3%	-2	-0.2
CC(OC(=O)Cn1nnc2ccccc21)C(=O)NC1CCCC1 (stereo not drawn)	-17%	6%	8%	9%	9%	-5%	-1%	-1	-0.2
O=C(c1ccco1)N1CCc2[nH]nc(-c3ccccc3)c2C1	i	-2%	-4%	6%	-7%	-10%	-2%	4	0.0
COC(=O)c1ccc(CN2CCCCC2)cc1	i	-3%	-4%	19%	-4%	2%	-8%	-5	0.6
O=C(O)c1ccc2c(c1)C(=O)N(c1ccc(Nc3ccccc3)cc1)C2=O	-16%	14%	2%	34%[activator]	-5%	-19%	2%	-28	3.6
CC(=O)c1ccc(OCCCC(=O)NC(C)c2ccc(S(N)(=O)=O)cc2)cc1 (stereo not drawn)	i	1%	6%	11%	-2%	-11%	0%	-1	0.9
CCN1C(=O)CC(C(=O)O)SC1=Nc1ccc(OC)cc1 (stereo not drawn)	-10%[57.5 µM]	-7%	1%	9%	3%	-8%	10%	·	-0.8
COc1ccc(CCC(=O)OCC(=O)c2c(N)n(CC(C)C)c(=O)n(C)c2=O)cc1	-93%[inhibitor]	-11%	14%	?	-2%	-6%	-12%	-2	-2.6
CCc1nc2ccc(C(=O)N(C)CC(=O)Nc3ccc(F)c(F)c3F)cc2nc1CC	-15%	3%	-1%	3%	6%	-8%	8%	7	0.9
NC(=O)C1CCN(Cc2ccc(OCc3ccccc3)cc2)CC1	-2%	-25%	7%	?	1%	-6%	18%	-6	0.3
COc1ccc(Cl)cc1-c1cc(C(=O)Nc2cc(OC)c(OC)c(OC)c2)[nH]n1	i	-9%	?	?	-5%	0%	4%	-3	-0.7
FC(F)(F)c1cccc(Nc2cc(-c3ccccc3)nc3ncnn23)c1	i	-15%	2%	-4%	-3%	3%	-9%	0	0.6
COc1ccc(CN2CCN(S(=O)(=O)c3ccc(NC(C)=O)cc3)CC2)cc1OC	i	-13%	9%	4%	11%	-7%	8%	·	-2.1
CCCCNC(=S)N(CCO)Cc1cc2cc3c(cc2[nH]c1=O)OCCO3	-20%	-22%	?	1%	10%	-11%	0%	8	0.1
COc1ccccc1N(CN1C(=O)c2ccccc2C1=O)C(=O)c1cccc(C)c1	-9%	-2%	11%	19%	0%	0%	8%	6	-0.3
NNC(=O)c1ccncc1	0%	-17%	-1%	12%	-2%&-3%	0%	-6%	-3	0.1
COc1ccc2cc(-c3ccsc3)ncc2c1	-39%[inhibitor]	?	7%	6%	0%	3%	1%	1	-0.5
O=C(Nc1ccc2c(c1)OCO2)c1ccncc1	-1%[57.5 µM]	11%	-19%	2%	0%	-12%	1%	-17	-1.2
CCCCC(c1nnnn1CC1CCCO1)N1CCN(c2cccc(C)c2C)CC1 (stereo not drawn)	-4%	-16%	-10%	?	10%	-5%	13%	6	0.6
O=C(CC1C[C@H](C(=O)N2CCCCC2)[C@@]2(CCc3ccccc3)c3[nH]c4ccccc4c3CCN2C1=O)NCCC1=CCCCC1 (stereo partly drawn)	-13%	-15%	5%	0%	2%	-8%	-6%	1	0.0
O=S(=O)(c1ccc(Cl)cc1)N1CCNCC1	i	-7%	-3%	-13%	14%	-7%	7%	-3	-0.3

Compound profiles, from the list above. Order of screens: PTHR1 agonist, EPAC1 antagonist, GLP1R cytotox, GLP1R inv ag, GLP1R ag, PLK1 PBD block, EPAC1 ag, PI5P4K alpha inh, IL2 activator
COc1ccc2cc(-c3ccsc3)ncc2c1 as listed: -39%[inhibitor], ?, 7%, 6%, 0%, 3%, 1%, 1, -0.5
CCCCC(c1nnnn1CC1CCCO1)N1CCN(c2cccc(C)c2C)CC1 (stereo not drawn) as listed: -4%, -16%, -10%, ?, 10%, -5%, 13%, 6, 0.6
COc1ccc(CN2CCN(S(=O)(=O)c3ccc(NC(C)=O)cc3)CC2)cc1OC as listed: i, -13%, 9%, 4%, 11%, -7%, 8%, ·, -2.1
FC(F)(F)c1cccc(Nc2cc(-c3ccccc3)nc3ncnn23)c1 as listed: i, -15%, 2%, -4%, -3%, 3%, -9%, 0, 0.6
O=S(=O)(c1ccc(Cl)cc1)N1CCNCC1 as listed: i, -7%, -3%, -13%, 14%, -7%, 7%, -3, -0.3

More compounds
SMILES	PTHR1 agonist	EPAC1 antagonist	GLP1R cytotox	GLP1R inv ag	GLP1R ag	PLK1 PBD block	EPAC1 ag	PI5P4K alpha inh	IL2 activator
O=C(Cc1ccc(S(=O)(=O)N2CCCCC2)cc1)NCc1ccc(Cl)cc1	-69%[inhibitor]	-4%	-3%	7.1µM*	22%	-12%	9%	4	0.5
NC(Cc1ccc(Cl)cc1)c1csc(NC(=O)Nc2ccccc2-c2ccccc2)n1 (stereo not drawn)	-5%	-1%	-14%	?	-7%	5%	-1%	-24	-0.8
O=C(O)c1ccc(/C=N/n2cc(-c3ccccc3)[nH]c2=S)cc1	0%	1%	-15%	15%	-7%	1%	4%	-5	-0.6
O=C(CC1(O)C(=O)Nc2ccccc21)c1cccnc1 (stereo not drawn)	-6%[57.5 µM]	3%	14%	8%	-3%	0%	11%	·	0.7
CCCn1c(=S)[nH]c2cc(C(=O)N(CCO)Cc3ccccc3)ccc2c1=O	-12%	13%	-6%	?	10%	-14%	-9%	0	-0.6
CCCC(CCC(=O)Nc1ccc(C(=O)OC)cc1)C(=O)O (stereo not drawn)	-18%	-27%	23%	0%	-1%	-6%	8%	3	0.3
CCOC(=O)C(C)n1nc(/C=C/c2ccc(OC)cc2)ccc1=O (stereo not drawn)	-6%	-2%	-2%	7%	24%	-7%	8%	0	-0.9
CCN(C(=O)CO/N=C/c1ccc(OC)cc1OC)c1c(N)n(Cc2ccccc2)c(=O)[nH]c1=O	i	-27%	-23%	9%	6%	-12%	-1%	-1	-0.2
Cc1cc(Cl)ccc1OCC(=O)NNC(=O)c1cccnc1	i	-9%	1%	4%	-3%	-7%	-1%	1	-2.0
COC(=O)c1cn(Nc2ncc(C(F)(F)F)cc2Cl)c(=O)c2ccccc12	i	9%	-9%	?	-2%	-3%	-12%	11	-0.6
O=C(c1ccc(NC2=NC3CS(=O)(=O)CC3S2)cc1)N1CCN(c2ccccc2F)CC1 (stereo not drawn)	-4%	-20%	5%	-4%	7%	-9%	-19%	-2	-2.4
CCC/C=N/Nc1nnc(Cc2ccccc2)c(=O)[nH]1	-4%	-2%	?	?	-1%	2%	-3%	15	-5.9

Results in PTHR1 agonist, for some of the entries so far:
structure | PTHR1 agonist
CCOc1ncccc1C(=O)OCC(=O)NC(=O)NC(C)C | -32%
CC(OC(=O)Cn1nnc2ccccc21)C(=O)NC1CCCC1 (stereo not drawn) | -17%
